# IDH1 R132H inh = blocks human IDH1 R132H reductase activity; O75874; actives 0.18% (n = 70,000); inhibition, % at 10 µM; diaphorase/resazurin fluorescence, 60 min; in the data active = inhibition above about 34%;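 also: 0% = DMSO and 100% = no enzyme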
# EZH2 inh = EZH2 (human) methyltransferase inhibition; Q15910; PRC2 H3K27 methylation, DELFIA TRF, 1 h; inhibition, % at 12.5 µM; actives 0.35% (n = 57,000);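 active = mean inhibition of replicates at least 50% and every single replicate also reaching 50%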;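 also: dimethyl H3K27 on biotinylated H3 21-44 peptide detected by antibody; plate controls were median neutral control wells for no effect and median positive control wells for full effect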
# Target sequence (Q15910 whole entry, looked up): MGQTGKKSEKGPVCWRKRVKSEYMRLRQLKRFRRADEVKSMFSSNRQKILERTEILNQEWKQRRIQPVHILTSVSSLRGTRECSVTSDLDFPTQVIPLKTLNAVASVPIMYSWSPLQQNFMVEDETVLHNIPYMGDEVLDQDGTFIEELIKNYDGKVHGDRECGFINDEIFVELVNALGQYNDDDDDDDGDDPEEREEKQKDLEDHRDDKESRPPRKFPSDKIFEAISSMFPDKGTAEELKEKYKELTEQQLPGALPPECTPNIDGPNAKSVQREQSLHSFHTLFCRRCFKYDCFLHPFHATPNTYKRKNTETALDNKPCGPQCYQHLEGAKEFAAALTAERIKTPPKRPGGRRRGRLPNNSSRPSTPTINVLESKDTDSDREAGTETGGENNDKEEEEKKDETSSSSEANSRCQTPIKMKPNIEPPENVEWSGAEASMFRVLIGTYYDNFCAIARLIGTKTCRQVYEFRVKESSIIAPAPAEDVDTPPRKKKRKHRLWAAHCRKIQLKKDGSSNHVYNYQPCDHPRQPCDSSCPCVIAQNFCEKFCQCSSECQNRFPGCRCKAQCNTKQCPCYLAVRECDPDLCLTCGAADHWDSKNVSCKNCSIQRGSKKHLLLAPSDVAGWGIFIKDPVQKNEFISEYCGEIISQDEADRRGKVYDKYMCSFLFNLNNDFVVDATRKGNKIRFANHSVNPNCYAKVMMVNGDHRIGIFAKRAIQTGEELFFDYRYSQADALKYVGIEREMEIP
# Starred values were filed as active, the others as inactive; · = not tested or not shown. The list is partial; rates above refer to the full screens.
SMILES,IDH1 R132H inh,EZH2 inh
CCC(=O)Nc1ccc2c(c1)OC[C@H](C)N(C(=O)CC1CC1)C[C@H](C)[C@@H](OC)CN(C)C2=O,-0.5,6
Cc1ccc(-n2c(=O)c3c4c(sc3n3c(SCC(=O)c5ccc(F)cc5)nnc23)CCCC4)cc1,-0.3,12
C[C@@H]1CN([C@H](C)CO)C(=O)c2cc(NC(=O)CCN3CCOCC3)ccc2O[C@@H]1CN(C)CC1CCCCC1,0.1,5
C[C@H](CO)N1C[C@H](C)[C@@H](CN(C)Cc2cccc(C(=O)O)c2)OCc2cn(nn2)CCCC1=O,2.0,·
C[C@H](NC(=O)C[C@@H]1CC[C@H](NC(=O)c2cccnc2)[C@@H](CO)O1)c1ccccc1,-0.4,16
Cc1ccc(NC(=O)CSc2c(C)n[nH]c2C)cc1Cl,-0.1,2
CO[C@H]1CN(C)C(=O)c2cc(NC(C)=O)ccc2OC[C@H](C)N(CCC(F)(F)F)C[C@H]1C,-0.1,-2
CS(=O)(=O)N(CC(=O)Nc1ccccc1C(F)(F)F)c1cccc(F)c1,-0.2,-12
O=C(C1=C[C@@H](c2csc3ccccc23)C[C@@H](OCc2ccc(CO)cc2)O1)N1CCOCC1,·,-4
O=C(NCC[C@@H]1CC[C@@H](NS(=O)(=O)Cc2ccccc2)[C@@H](CO)O1)C1CCCCC1,-0.2,10
C[C@@H]1CCCCO[C@@H](CN(C)S(C)(=O)=O)[C@H](C)CN([C@@H](C)CO)C(=O)c2cc(NC(=O)Nc3ccc(C(F)(F)F)cc3)ccc2O1,5.1,·
C[C@@H]1CCCCO[C@@H](CN(C)C(=O)CCCN(C)C)[C@@H](C)CN([C@H](C)CO)C(=O)c2cc(NC(=O)CCCN(C)C)ccc2O1,-0.2,·
C[C@H]1CN([C@@H](C)CO)C(=O)c2cc(-c3cccc(C#N)c3)cnc2O[C@@H]1CN(C)Cc1ccc(F)cc1,0.2,9
C[C@@H]1CN([C@H](C)CO)C(=O)c2cc(NS(=O)(=O)c3ccccc3)ccc2O[C@@H]1CN(C)Cc1ccc(Cl)c(Cl)c1,0.0,·
C[C@@H]1CCCCO[C@@H](CN(C)C(=O)NC2CCCCC2)[C@@H](C)CN([C@@H](C)CO)C(=O)c2cc(NS(=O)(=O)c3ccc(Cl)cc3)ccc2O1,-1.5,·
CCNc1nc(SCCOc2ccccc2)nc(N(C)C)n1,-0.1,·
COc1ccc(S(=O)(=O)Nc2ccc3c(c2)C(=O)N([C@@H](C)CO)C[C@H](C)[C@@H](CN(C)S(=O)(=O)c2cccs2)O3)cc1,0.7,·
Cc1cc2nc(-c3cccc(NC(=O)COc4ccccc4C)c3C)oc2cc1C,0.4,3
COc1cccc(NC(=O)N(C)C[C@H]2Oc3cc(-c4ccccc4F)ccc3S(=O)(=O)N([C@H](C)CO)C[C@@H]2C)c1,-0.3,·
COc1ccc(S(=O)(=O)Nc2cccc3c2O[C@H](CN(C)Cc2ccc(-c4ccccc4)cc2)[C@@H](C)CN([C@@H](C)CO)C3=O)cc1,1.1,·
O=C(NCC[C@H]1CC[C@H](NC(=O)c2ccccc2F)[C@H](CO)O1)c1cnccn1,0.2,2
COc1cccc(NC(=O)N(C)C[C@@H]2Oc3cc(C#Cc4ccncc4)ccc3S(=O)(=O)N([C@H](C)CO)C[C@@H]2C)c1,-10,-7
COc1ccc(/C=C/C(=O)c2c(OC)cc(OC)c(CC=C(C)C)c2OC)cc1,-0.3,·
C[C@H]1CN([C@@H](C)CO)C(=O)Cc2cc(NC(=O)C3CCCCC3)ccc2O[C@H]1CN(C)S(=O)(=O)c1ccccc1,2.9,·
C[C@H]1CN([C@@H](C)CO)C(=O)c2cc(C3=CCCCC3)cnc2O[C@H]1CN(C)Cc1cccc(F)c1,-0.4,5
# (further entries)
SMILES,IDH1 R132H inh,EZH2 inh
Cc1cc(C(=O)CSc2ncn[nH]2)c(C)n1-c1cc(Cl)ccc1Cl,3.4,-13
C[C@@H]1CN([C@H](C)CO)C(=O)Cc2cc(NS(=O)(=O)c3ccc(Cl)cc3)ccc2O[C@H]1CN(C)CC1CC1,0.3,·
C[C@@H]1CCCCO[C@H](CN(C)C(=O)CCC(F)(F)F)[C@@H](C)CN([C@H](C)CO)C(=O)c2cc(NC(=O)CCCCCC(=O)Nc3ccccc3N)ccc2O1,23,-8
CO[C@@H]1CN(C)C(=O)c2cc(NC(=O)C3CCC3)ccc2OC[C@@H](C)N(Cc2cccnc2)C[C@H]1C,-1.1,2
COc1cccc(S(=O)(=O)Nc2ccc3c(c2)OC[C@H](C)N(Cc2ccccc2F)C[C@@H](C)[C@H](OC)CN(C)C3=O)c1,0.3,2
O=[N+]([O-])c1ccc(C(O)CC(O)CSc2nc(-c3ccccc3)c(-c3ccccc3)o2)cc1 (centres undefined),·,47
CCOc1c(Cl)cc(CNCc2ccccn2)cc1OC,-0.2,-3
CCC(=O)N1C[C@H](C)[C@@H](OC)CN(C)C(=O)c2ccc(NC(=O)c3ccccc3)cc2OC[C@@H]1C,0.0,-7
C[C@@H]1CCCCO[C@H](CN(C)C(=O)Nc2ccccc2)[C@@H](C)CN([C@@H](C)CO)C(=O)c2cc(N(C)C)ccc2O1,-5.4,4
C[C@H](CO)N1C[C@H](C)[C@@H](CN(C)C(=O)Nc2ccccc2F)Oc2ncc(/C=C/c3ccccc3)cc2C1=O,-0.4,·
C[C@H](CO)N1C[C@H](C)[C@@H](CN(C)C)Oc2cc(C#Cc3ccccn3)ccc2S1(=O)=O,-1.0,0
Cc1noc(C)c1NC(=O)Nc1cccc2c1O[C@@H](CN(C)Cc1ccc(C(=O)O)cc1)[C@H](C)CN([C@H](C)CO)C2=O,0.7,·
O=C(C[C@H]1C[C@@H]2c3cc(NC(=O)C4CCC4)ccc3O[C@@H]2[C@@H](CO)O1)NCc1ccncc1,-0.2,5
C[C@H]1CN([C@@H](C)CO)C(=O)CCCn2cc(nn2)CO[C@H]1CN(C)S(=O)(=O)c1cn(C)cn1,-0.1,·
C[C@H](CO)N1C[C@H](C)[C@@H](CN(C)CC2CC2)Oc2ccc(NC(=O)Cn3cnnn3)cc2CC1=O,-0.1,·
Cc1ccc(S(=O)(=O)N(C)C[C@@H]2Oc3ccc(NC(=O)Nc4c(C)noc4C)cc3CC(=O)N([C@H](C)CO)C[C@H]2C)cc1,-0.7,·
Cc1ccc(Sc2sc(=O)n(C)c2S(=O)(=O)c2ccc(C)cc2)cc1,0.0,-12
COc1ccc(NC(=O)N(C)C[C@H]2Oc3ccc(NS(=O)(=O)c4ccc(F)cc4)cc3CC(=O)N([C@H](C)CO)C[C@H]2C)cc1,-3.1,·
O=C(Nc1ccccc1F)N[C@@H]1CC[C@H](CCNC(=O)C2CCC2)O[C@H]1CO,0.3,-17
COC(=O)c1cccc(NC(=O)CSc2nc3cc4ccccc4cc3[nH]2)c1,-0.3,21
Cc1noc(C)c1NC(=O)N(C)C[C@@H]1Oc2ccc(NS(C)(=O)=O)cc2CC(=O)N([C@H](C)CO)C[C@@H]1C,2.4,·
CCN1CCN(S(=O)(=O)c2cc(OCC(N)=O)c(C)cc2Cl)CC1,2.9,·
C[C@@H]1CN([C@@H](C)CO)C(=O)c2cc(NS(C)(=O)=O)ccc2O[C@@H](C)CCCCO[C@H]1CN(C)Cc1ccccc1,1.2,10
C[C@H]1CN([C@@H](C)CO)C(=O)Cc2cc(NC(=O)Nc3cccc4ccccc34)ccc2O[C@H]1CN(C)S(=O)(=O)c1ccc(F)cc1,-0.4,·
CCC(=O)N(C)C[C@@H]1Oc2cc(-c3ccc(F)cc3)ccc2S(=O)(=O)N([C@@H](C)CO)C[C@H]1C,3.3,2
# (more compounds)
SMILES,IDH1 R132H inh,EZH2 inh
CCOC(=O)N(C)C[C@H]1OCc2ccccc2-c2c(n(C)c3ccccc23)C(=O)N([C@H](C)CO)C[C@@H]1C,·,-31
O=C(CN1CCOCC1)N[C@H]1CC[C@H](CCNC(=O)C2CCCC2)O[C@H]1CO,0.1,25
CCC(=O)N1C[C@@H](C)[C@@H](OC)CN(C)C(=O)c2ccc(NC(=O)Nc3ccc(Cl)cc3)cc2OC[C@H]1C,0.2,4
COc1cccc(NC(=O)N(C)C[C@@H]2Oc3cc(Br)ccc3S(=O)(=O)N([C@@H](C)CO)C[C@H]2C)c1,·,-12
COc1ccc(CN(C)C[C@@H]2Oc3ccc(NC(=O)Cc4ccccc4)cc3CC(=O)N([C@H](C)CO)C[C@H]2C)cc1,0.3,-6
CNC[C@@H]1OCCCC[C@H](C)Oc2ccc(NC(=O)Nc3ccc(C(F)(F)F)cc3)cc2C(=O)N([C@@H](C)CO)C[C@H]1C,·,-34
C[C@@H]1CN([C@@H](C)CO)C(=O)c2cc(C3=CCCC3)cnc2O[C@@H]1CN(C)C(=O)Nc1ccc(C(F)(F)F)cc1,0.1,-38
COc1ccc(S(=O)(=O)N(C)C[C@H]2Oc3ccc(NC(=O)Cn4cnnn4)cc3CC(=O)N([C@H](C)CO)C[C@@H]2C)cc1,-0.4,·
COc1ccc(NC(=O)N(C)C[C@@H]2OCc3ccccc3-c3ccccc3C(=O)N([C@H](C)CO)C[C@@H]2C)cc1,-1.5,3
C[C@@H]1CN([C@@H](C)CO)C(=O)c2cccc(NS(=O)(=O)c3cccs3)c2O[C@@H]1CN(C)Cc1ccc(C(=O)Nc2ccccc2N)cc1,0.9,-15
CCCNC(=O)C[C@@H]1C[C@H]2c3cc(NS(C)(=O)=O)ccc3O[C@H]2[C@@H](CO)O1,-0.4,-5
NCC[C@H]1CC[C@H](NS(=O)(=O)Cc2ccccc2)[C@H](CO)O1,-0.1,8
COc1ccc(C2C3=C(CC(C)(C)CC3=O)Nc3ccccc3N2C(C)=O)cc1COc1ccc(F)cc1 (centres undefined),0.0,-10
COc1ccc(C2=NN(C(=O)CCC(=O)O)C(c3cccs3)C2)cc1 (centres undefined),0.3,-13
O=C(C[C@@H]1C=C[C@@H](NC(=O)c2cccnc2)[C@@H](CO)O1)NCc1ccc(Cl)c(Cl)c1,0.4,-8
Cc1c(O)cc2c(c1O)C(=O)CC(c1ccccc1)O2 (centres undefined),0.1,·
COc1ccc(NC(=O)N(C)C[C@@H]2Oc3ccc(NC(=O)NC(C)C)cc3CC(=O)N([C@@H](C)CO)C[C@@H]2C)cc1,-8.6,7
CCC(=O)N[C@@H]1CC[C@H](CCNC(=O)Nc2ccc(C(F)(F)F)cc2)O[C@@H]1CO,-0.8,27
CC(=O)N(C)C[C@@H]1Oc2cc(C#CCC(C)C)ccc2S(=O)(=O)N([C@@H](C)CO)C[C@H]1C,0.4,-6
O=C(C[C@H]1C[C@@H]2c3cc(NC(=O)C4CCC4)ccc3O[C@@H]2[C@H](CO)O1)NCCc1ccccc1,-0.4,0
O=C(C[C@@H]1C=C[C@@H](NC(=O)c2ccncc2)[C@H](CO)O1)NCC1CC1,-0.4,7
CNC[C@@H]1OCCCC[C@@H](C)Oc2ccc(NS(=O)(=O)c3cccs3)cc2C(=O)N([C@H](C)CO)C[C@@H]1C,2.4,·
Cc1nnc(SCc2ccc(C(=O)c3ccc(Cl)cc3)o2)n1-c1ccccc1,-0.8,0
C[C@H](CO)N1C[C@H](C)[C@H](CN(C)CC2CCCCC2)Oc2c(NC(=O)Nc3ccc(C(F)(F)F)cc3)cccc2C1=O,0.8,·
C[C@@H]1CN([C@@H](C)CO)C(=O)c2cc(-c3ccc(F)cc3)cnc2O[C@H]1CN(C)CC1CCCCC1,-1.1,·

# Given as tab-separated lines: entries from further up.
Structure	IDH1 R132H inh	EZH2 inh
CCC(=O)N1C[C@@H](C)[C@@H](OC)CN(C)C(=O)c2ccc(NC(=O)Nc3ccc(Cl)cc3)cc2OC[C@H]1C	0.2	4
COc1cccc(NC(=O)N(C)C[C@@H]2Oc3cc(Br)ccc3S(=O)(=O)N([C@@H](C)CO)C[C@H]2C)c1	·	-12
COc1ccc(CN(C)C[C@@H]2Oc3ccc(NC(=O)Cc4ccccc4)cc3CC(=O)N([C@H](C)CO)C[C@H]2C)cc1	0.3	-6
CNC[C@@H]1OCCCC[C@H](C)Oc2ccc(NC(=O)Nc3ccc(C(F)(F)F)cc3)cc2C(=O)N([C@@H](C)CO)C[C@H]1C	·	-34
C[C@@H]1CN([C@@H](C)CO)C(=O)c2cc(C3=CCCC3)cnc2O[C@@H]1CN(C)C(=O)Nc1ccc(C(F)(F)F)cc1	0.1	-38

# Further results
SMILES,IDH1 R132H inh,EZH2 inh
COCC(=O)N1C[C@H](C)[C@H](OC)CN(C)C(=O)c2ccc(NC(=O)C3CCC3)cc2OC[C@H]1C,0.1,13
O=C(NO)c1cccc(C(=O)N/N=C/c2ccc(Br)o2)c1,-0.2,18
Cc1noc(C)c1NC(=O)Nc1cccc2c1O[C@H](CN(C)C(=O)Nc1c(C)noc1C)[C@@H](C)CN([C@H](C)CO)C2=O,-0.5,·
CCCC(=O)Nc1ccc2c(c1)OC[C@H](C)N(C)C[C@H](C)[C@H](OC)CN(C)C2=O,-0.1,-3
C[C@H]1CN([C@@H](C)CO)C(=O)Cc2cc(NC(=O)Cc3ccccc3)ccc2O[C@H]1CN(C)C(=O)Nc1cccc2ccccc12,·,-1
Cc1noc(C)c1NC(=O)Nc1ccc2c(c1)CC(=O)N([C@@H](C)CO)C[C@H](C)[C@H](CN(C)CC1CC1)O2,0.0,6
COc1ccc(CN(C)C[C@H]2Oc3c(NS(C)(=O)=O)cccc3C(=O)N([C@@H](C)CO)C[C@@H]2C)cc1,-0.3,-8
COC(=O)c1ccccc1NC(=O)CSc1n[nH]c(-c2ccccc2Cl)n1,-0.4,1

# Some of these compounds in order of molecular weight, largest number first:
SMILES,IDH1 R132H inh,EZH2 inh
C[C@@H]1CN([C@H](C)CO)C(=O)c2cc(NS(=O)(=O)c3ccccc3)ccc2O[C@@H]1CN(C)Cc1ccc(Cl)c(Cl)c1,0.0,·
C[C@@H]1CN([C@H](C)CO)C(=O)Cc2cc(NS(=O)(=O)c3ccc(Cl)cc3)ccc2O[C@H]1CN(C)CC1CC1,0.3,·
Cc1ccc(Sc2sc(=O)n(C)c2S(=O)(=O)c2ccc(C)cc2)cc1,0.0,-12

# Screening data (PubChem BioAssay)
